PP5 inh – PP5 (human) phosphatase inhibition; inhibition, % at 6.7 µM; 0.18% of 320,000 active; AID 1987; purified PP5c, OMFP substrate fluorescence; P53041;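 active means inhibition above the campaign's mean inhibition across all tested compounds plus 3 SD, cut at about 9.5% in these data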;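 further: 0% = DMSO only and 100% = 100 µM cantharidin control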
TPT1 inhibitor – inhibitors of Candida albicans tRNA 2'-phosphotransferase TPT1; recombinant caTPT1, FP RNA substrate dephosphorylation; inhibition, % at 5 µM; 0.81% of 300,000 active; AID 1962;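 active means inhibition above the mean of all tested compounds plus 3 SD, set per screening campaign, cut at about 24% in these data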;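 further: plate controls were DMSO alone for no effect and ferristatin control at 100 nM for full effect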
AHR act – activates the human aryl hydrocarbon receptor; P35869; 2.5% of 320,000 active; AHR-responsive luciferase reporter cells, luminescence; activation, % at 5 µM; in the data active means activation above about 47%;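 further: 0% = vehicle wells and 100% = reference agonist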
HCV core dimer – HCV core protein dimerization inhibition; 0.33% of 300,000 active; TR-FRET GST/Flag-core106 dimerization, 1536-well; AID 1899; inhibition, % at 5 µM;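 active means inhibition above the mean of all tested compounds plus 3 SD, set per screening campaign, cut at about 45% in these data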
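assay system = GST-tagged and Flag-tagged HCV core protein residues 1-106 | controls = unlabelled core106 and no-GST-core106 wells | incubation = compound-protein-antibody incubation 4 h at 22.5 °C | probe or stimulus = Eu donor and XL665 acceptor anti-tag antibodies | read-out = % inhibition based on acceptor/donor emission ratio | signal = TR-FRET 671 and 617 nm emission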
proCasp3 act – activators of human procaspase-3. P42574. recombinant procaspase-3 D3A, Ac-DEVD-pNA absorbance 405 nm. activation, % at 8.5 µM. 0.11% of 330,000 active. AID 463141;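 active means activation above the mean of all tested compounds plus 3 SD, cut at about 21% in these data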;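 further: 0% = DMSO alone and 100% = DMSO wells spiked with extra 5 µM PC-3 D3A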
Target sequence (P42574 whole entry D9A/D28A/D175A): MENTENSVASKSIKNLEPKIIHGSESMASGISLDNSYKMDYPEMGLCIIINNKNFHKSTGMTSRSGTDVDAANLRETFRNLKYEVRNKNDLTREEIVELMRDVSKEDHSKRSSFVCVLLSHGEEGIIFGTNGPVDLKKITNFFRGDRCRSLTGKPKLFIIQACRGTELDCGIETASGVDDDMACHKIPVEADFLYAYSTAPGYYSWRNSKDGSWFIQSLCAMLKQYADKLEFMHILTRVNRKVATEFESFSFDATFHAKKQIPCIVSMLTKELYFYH
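Compound: 8.5 µM single point, 0.8% DMSO / Material: Autoprocessing-dead procaspase-3 D3A mutant enzyme / Timing: 1 h preincubation plus 2 h reaction at 25 °C / Medium: Zinc-free HEPES/NaCl buffer with 0.01% Triton X-100 at pH 7.4 / Technique: 405 nm absorbance of p-nitroaniline, reads at 0 and 120 min / Repeats: one well per compound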
procasp7 counter – counter-screen for procaspase-3 activators: activators of human procaspase-7; P55210; recombinant procaspase-7, Ac-DEVD-pNA absorbance 405 nm; D23A/D198A/D206A triple mutant, cannot self-cleave; scale: DMSO 0, 5 µM enzyme 100; activation, % at 8.5 µM; 0.093% of 330,000 active; AID 463210;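 active means percent activation above the screen-wide mean plus 3 SD, cut at about 25% in these data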
Target sequence (P55210 whole entry D23A/D198A/D206A): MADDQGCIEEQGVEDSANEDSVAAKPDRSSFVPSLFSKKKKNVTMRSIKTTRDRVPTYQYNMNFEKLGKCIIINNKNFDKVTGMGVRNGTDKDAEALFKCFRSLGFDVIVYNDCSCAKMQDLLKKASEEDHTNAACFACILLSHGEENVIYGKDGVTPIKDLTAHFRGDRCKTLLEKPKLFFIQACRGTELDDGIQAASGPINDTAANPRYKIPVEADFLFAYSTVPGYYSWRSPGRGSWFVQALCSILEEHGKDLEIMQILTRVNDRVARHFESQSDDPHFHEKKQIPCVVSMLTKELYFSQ
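signal = Epi-absorbance of released pNA at 405 nm, two timepoints | assay system = Uncleavable procaspase-7 mutant enzyme | reagent = Ac-DEVD-pNA substrate, 400 µM as added | times = 1 h enzyme–compound preincubation and 2 h substrate reaction, both 25 °C | benchmarks = low DMSO alone, high DMSO plus 5 µM PC-7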
PAFAH2 FP inh – inhibitors of human PAFAH2. AID 492956. recombinant PAFAH2, FP-rhodamine activity probe, fluorescence polarization. 0.99% of 340,000 active. Q99487. inhibition, % at 3.39 µM;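 active means inhibition above the mean over all tested compounds plus 3 SD, cut at about 30% in these data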;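 further: inhibitors block probe labeling of enzyme so polarization drops; 0% = enzyme with DMSO and 100% = wells lacking PAFAH2 protein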
Fh CTSL1 inh – counter-screen for PFM18AAP inhibitors: inhibitors of F. hepatica cathepsin L1 | 0.49% of 300,000 active | inhibition, % at 5.96 µM | AID 1906 | recombinant F. hepatica cathepsin L1, Z-Leu-Arg-MCA fluorescence;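 active means inhibition above the mean of all tested compounds plus 3 SD, set per screening campaign, cut at about 17% in these data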;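 further: 0% = plate median of test compound wells and 100% = 1 µM Z-Phe-Ala-diazomethylketone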
PP1 inh – counter-screen for PP5 inhibitors: inhibitors of human PP1-alpha. P62136. inhibition, % at 6.7 µM. 0.9% of 320,000 active. purified PP1alpha, OMFP fluorescence;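 active means inhibition above the mean inhibition of all tested compounds plus 3 SD, computed separately for each screening campaign, cut at about 15% in these data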
Target sequence (P62136 whole entry, looked up): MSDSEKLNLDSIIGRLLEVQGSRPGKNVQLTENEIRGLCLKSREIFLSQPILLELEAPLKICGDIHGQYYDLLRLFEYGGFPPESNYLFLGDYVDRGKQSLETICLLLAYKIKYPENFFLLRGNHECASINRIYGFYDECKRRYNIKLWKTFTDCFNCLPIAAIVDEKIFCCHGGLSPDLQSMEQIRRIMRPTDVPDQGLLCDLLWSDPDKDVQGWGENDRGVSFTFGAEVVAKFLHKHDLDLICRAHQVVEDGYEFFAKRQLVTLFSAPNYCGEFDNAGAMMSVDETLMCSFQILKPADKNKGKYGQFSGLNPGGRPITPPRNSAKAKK
* = called active by the depositor.

COc1ccccc1C1C2=C(CC(C)(C)CC2=O)Nc2nnnn21 (stereo not given) was read as PP5 inh 1.2, TPT1 inhibitor -4, AHR act 0, HCV core dimer 1, proCasp3 act 9, procasp7 counter 4, PAFAH2 FP inh 3, Fh CTSL1 inh -1 and PP1 inh 5.
Screening CC1(NC(=O)N2CCOCC2)CCS(=O)(=O)C1 (stereo not given) returned PP5 inh -0.6, TPT1 inhibitor -1, AHR act -1, HCV core dimer 3, proCasp3 act -4, procasp7 counter 10, PAFAH2 FP inh -5, Fh CTSL1 inh -1 and PP1 inh -2.
For Cc1ccccc1COC(=O)CCC1=NS(=O)(=O)c2ccccc2N1 the results were PP5 inh 2.5, TPT1 inhibitor 2, AHR act 3, HCV core dimer 2, proCasp3 act 9, procasp7 counter 0, PAFAH2 FP inh 3, Fh CTSL1 inh -1 and PP1 inh 2.
`O=C(NCc1cc([N+](=O)[O-])ccc1O)c1cccnc1Sc1ccc(Cl)cc1` gave PP5 inh 0.0, TPT1 inhibitor -1, AHR act -2, HCV core dimer 12, proCasp3 act 1, procasp7 counter 2, PAFAH2 FP inh 16, Fh CTSL1 inh 2 and PP1 inh 1.
Screening O=C(Cc1ccc(Br)cc1)Nc1ccccc1N1CCCC1 returned PP5 inh 1.9, TPT1 inhibitor 1, AHR act 5, HCV core dimer 3, proCasp3 act 3, procasp7 counter -5, PAFAH2 FP inh -7, Fh CTSL1 inh 2 and PP1 inh 1.
For CCOC(=O)c1cnc(SCCN2CCOCC2)nc1N the results were PP5 inh 2.8, TPT1 inhibitor 0, AHR act 3, HCV core dimer 3, proCasp3 act 3, procasp7 counter -3, PAFAH2 FP inh 1, Fh CTSL1 inh 1 and PP1 inh 3.
CCOC(=O)C1=C(CNCCc2ccc(Cl)cc2)NC(=O)NC1c1ccc2c(c1)OCO2 (stereo not given) was read as PP5 inh 4.4, TPT1 inhibitor -1, AHR act 4, HCV core dimer 12, proCasp3 act 12, procasp7 counter 12, PAFAH2 FP inh 0, Fh CTSL1 inh 1 and PP1 inh 4.
`COc1ccccc1CNC(=S)NC1CCCC1` gave PP5 inh 0.3, TPT1 inhibitor 4, AHR act 3, HCV core dimer -13, proCasp3 act -5, procasp7 counter 6, PAFAH2 FP inh -1, Fh CTSL1 inh -4 and PP1 inh -3.
`CCN(CC(=O)Nc1ccc(OC)cc1)CC(=O)Nc1ccc(Cl)cc1F` gave PP5 inh 1.5, TPT1 inhibitor 1, AHR act 7, HCV core dimer -4, proCasp3 act 3, procasp7 counter 0, PAFAH2 FP inh 9, Fh CTSL1 inh -3 and PP1 inh 5.
For COc1ccc(NC(=O)CC2C(=O)N(c3ccc(Cl)cc3)C(=S)N2CCc2ccncc2)cc1 (stereo not given) the results were PP5 inh 4.3, TPT1 inhibitor 1, AHR act 3, HCV core dimer 5, proCasp3 act 2, procasp7 counter 0, PAFAH2 FP inh -4, Fh CTSL1 inh 3 and PP1 inh 0.
`CCOC(=O)c1c(NC(=O)CN2C(=O)NC3(CCCCC3C)C2=O)sc(C(=O)N(C)C)c1C` (stereo not given) gave PP5 inh 0.0, TPT1 inhibitor 4, AHR act 0, HCV core dimer 3, proCasp3 act 1, procasp7 counter 9, PAFAH2 FP inh 7, Fh CTSL1 inh -2 and PP1 inh -4.
`CC1Cn2c(nc3c2c(=O)[nH]c(=O)n3C)O1` (stereo not given) gave PP5 inh -0.2, TPT1 inhibitor 0, AHR act -2, HCV core dimer -5, proCasp3 act 6, procasp7 counter -1, PAFAH2 FP inh -4, Fh CTSL1 inh -2 and PP1 inh -4.
`CCN(CC(=O)NCc1ccc(Cl)cc1)C(=O)/C=C/c1cccs1` gave PP5 inh 0.2, TPT1 inhibitor 4, AHR act 1, HCV core dimer 0, proCasp3 act -3, procasp7 counter 3, PAFAH2 FP inh 6, Fh CTSL1 inh 5 and PP1 inh -5.
For COc1ccc(N2CCN(C(=O)CC3NC4CCCCC4NC3=O)CC2)cc1 (stereo not given) the results were PP5 inh -2.0, TPT1 inhibitor -2, AHR act -1, HCV core dimer -1, proCasp3 act 7, procasp7 counter 1, PAFAH2 FP inh 11, Fh CTSL1 inh 0 and PP1 inh -1.
`O=[N+]([O-])/C=C/c1cn(Cc2ccccc2)c2ccccc12` gave PP5 inh 3.8, TPT1 inhibitor 10, AHR act 0, HCV core dimer -2, proCasp3 act 3, procasp7 counter -11, PAFAH2 FP inh 3, Fh CTSL1 inh -2 and PP1 inh 9.
Screening O=S(=O)(c1ccc(OCC(O)CN2CCCC2)cc1)N1CCOCC1 (stereo not given) returned PP5 inh 0.7, TPT1 inhibitor -1, AHR act -1, HCV core dimer -2, proCasp3 act 2, procasp7 counter -3, PAFAH2 FP inh -1, Fh CTSL1 inh -5 and PP1 inh -1.
For NC(=O)c1cc(S(=O)(=O)NCc2cccc(Br)c2)cs1 the results were PP5 inh -1.5, TPT1 inhibitor -4, AHR act 1, HCV core dimer -4, proCasp3 act 0, procasp7 counter 10, PAFAH2 FP inh 7, Fh CTSL1 inh 0 and PP1 inh 0.
`CCCCn1c(N)c(N(Cc2ccccc2OC)C(=O)C(C)Oc2ccc(F)cc2)c(=O)[nH]c1=O` (stereo not given) gave PP5 inh -0.7, TPT1 inhibitor -2, AHR act 1, HCV core dimer -1, proCasp3 act -2, procasp7 counter 2, PAFAH2 FP inh -1, Fh CTSL1 inh -5 and PP1 inh -4.
Screening C=CCOc1c(CNc2cccc(C(=O)O)c2)cccc1OCC returned PP5 inh 0.7, TPT1 inhibitor -5, AHR act -1, HCV core dimer 3, proCasp3 act 10, procasp7 counter 5, PAFAH2 FP inh 1, Fh CTSL1 inh -3 and PP1 inh -4.
Screening CN(C)CCNC(=O)CNC(=S)N(CCCN1CCOCC1)Cc1cccs1 returned PP5 inh -0.6, TPT1 inhibitor 4, AHR act -2, HCV core dimer -1, proCasp3 act -7, procasp7 counter -1, PAFAH2 FP inh 2, Fh CTSL1 inh 5 and PP1 inh -7.
`O=C(CCN=C1NS(=O)(=O)c2ccccc21)OCC(=O)c1ccc(F)c(F)c1` gave PP5 inh 0.9, TPT1 inhibitor -2, AHR act 1, HCV core dimer 1, proCasp3 act -1, procasp7 counter 9, PAFAH2 FP inh 1, Fh CTSL1 inh 0 and PP1 inh -3.
For O=C(COc1ccc(Br)cc1Br)NC(=S)Nc1cccc(CO)c1 the results were PP5 inh 1.5, TPT1 inhibitor -3, AHR act 2, HCV core dimer 4, proCasp3 act -1, procasp7 counter 2, PAFAH2 FP inh 0, Fh CTSL1 inh -1 and PP1 inh 3.
`O=C1OCc2cc(-n3cccc3)ccc21` gave PP5 inh -0.2, TPT1 inhibitor 3, AHR act -3, HCV core dimer 4, proCasp3 act 2, procasp7 counter -3, PAFAH2 FP inh 5, Fh CTSL1 inh -4 and PP1 inh -5.
Screening CCc1ccc(NC(=O)CSc2nnc(-c3cnccn3)n2C)cc1 returned PP5 inh 0.7, TPT1 inhibitor 0, AHR act 12, HCV core dimer 2, proCasp3 act -3, procasp7 counter -3, PAFAH2 FP inh -1, Fh CTSL1 inh -8 and PP1 inh -3.
`COC(=O)c1c(-c2c(Cl)cccc2Cl)noc1NC(=O)NN1CCCCC1` gave PP5 inh 3.5, TPT1 inhibitor -4, AHR act -1, HCV core dimer 4, proCasp3 act 7, procasp7 counter 3, PAFAH2 FP inh 75*, Fh CTSL1 inh -2 and PP1 inh 3.
Screening Cc1nc2cc(-c3ccccc3)nn2c(C)c1CCC(=O)N1CCN(c2ccccc2)CC1 returned PP5 inh 1.3, TPT1 inhibitor -1, AHR act -7, HCV core dimer 3, proCasp3 act 4, procasp7 counter 8, PAFAH2 FP inh -1, Fh CTSL1 inh 1 and PP1 inh -2.
`CN(Cc1ccc(Cl)s1)C(=O)CNC(=O)CNC(=O)c1ccc(Cl)cc1Cl` gave PP5 inh -0.1, AHR act 3, proCasp3 act 3, procasp7 counter 15, PAFAH2 FP inh -5 and PP1 inh -3.
COc1ccc(C(=O)Nc2c(Cl)cc(Cl)cc2C(=O)N2CCOCC2)cc1 was read as PP5 inh 2.1, TPT1 inhibitor 1, AHR act -1, HCV core dimer -3, proCasp3 act 10, procasp7 counter -9, PAFAH2 FP inh -2, Fh CTSL1 inh 2 and PP1 inh -2.
N#Cc1cccc(NC(=O)COc2ccc(-n3ccnc3)cc2)c1 was read as PP5 inh 2.7, TPT1 inhibitor 1, AHR act 15, HCV core dimer 0, proCasp3 act -1, procasp7 counter 6, PAFAH2 FP inh 0, Fh CTSL1 inh 4 and PP1 inh -2.
O=C(NC(=O)c1ccc(F)cc1F)Nc1ccc(Cl)cc1 was read as PP5 inh 1.5, TPT1 inhibitor 4, AHR act 11, HCV core dimer 4, proCasp3 act -9, procasp7 counter 10, PAFAH2 FP inh 8, Fh CTSL1 inh -4 and PP1 inh -5.
For C=CCN1C(=O)C2(OCCCO2)c2cc(Cl)ccc21 the results were PP5 inh 1.5, TPT1 inhibitor -3, AHR act 2, HCV core dimer -9, proCasp3 act 0, procasp7 counter 5, PAFAH2 FP inh -7, Fh CTSL1 inh -1 and PP1 inh -1.
Screening Cc1cc(C)c2ccc(C)[n+]([O-])c2c1O returned PP5 inh -0.8, TPT1 inhibitor 1, AHR act -4, HCV core dimer -1, proCasp3 act -7, procasp7 counter -7, PAFAH2 FP inh -4, Fh CTSL1 inh -2 and PP1 inh -4.
Screening CCc1ccc(CNC(=O)CCC(=O)N2Cc3cccc(OC)c3Oc3ncccc32)cc1 returned PP5 inh 1.7, TPT1 inhibitor 1, AHR act 0, HCV core dimer 3, proCasp3 act 9, procasp7 counter -2, PAFAH2 FP inh 9, Fh CTSL1 inh -4 and PP1 inh 1.
Screening O=C(CCN1C(=O)/C(=C/c2ccccc2)SC1=S)NC1CCS(=O)(=O)C1 (stereo not given) returned PP5 inh 0.0, TPT1 inhibitor 5, AHR act -1, HCV core dimer -2, proCasp3 act -9, procasp7 counter -4, PAFAH2 FP inh 11, Fh CTSL1 inh 4 and PP1 inh -3.
Screening Cc1ccnc(SCc2ccc(C(=O)O)cc2)n1 returned PP5 inh -1.2, TPT1 inhibitor 2, AHR act 0, HCV core dimer -8, proCasp3 act -1, procasp7 counter -5, PAFAH2 FP inh 2, Fh CTSL1 inh 0 and PP1 inh 2.
For Cc1onc(-c2c(F)cccc2Cl)c1C(=O)Nc1ccc(S(=O)(=O)N2CCOCC2)cc1 the results were AHR act 2, proCasp3 act 7, procasp7 counter 8 and PAFAH2 FP inh 2.

Screens (PubChem)
